CHRM5 agonist = human M5 muscarinic receptor agonists, primary screen, CHO-K1 cells, Fluo-8 calcium fluorescence; CHO-K1 hM5 cells; 0% DMSO wells, 100% maximal acetylcholine response; hit rate 0.19% among 360,000; AID 624037, 2012; Muscarinic acetylcholine receptor M5 (Homo sapiens), P08912; activation, % at 3 µM;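 active means activation above the run's mean over test compounds plus 3 SD, cut at about 23% in these data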;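 further: signal is peak over basal fluorescence ratio across the kinetic read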
Target sequence (P08912 whole entry, looked up): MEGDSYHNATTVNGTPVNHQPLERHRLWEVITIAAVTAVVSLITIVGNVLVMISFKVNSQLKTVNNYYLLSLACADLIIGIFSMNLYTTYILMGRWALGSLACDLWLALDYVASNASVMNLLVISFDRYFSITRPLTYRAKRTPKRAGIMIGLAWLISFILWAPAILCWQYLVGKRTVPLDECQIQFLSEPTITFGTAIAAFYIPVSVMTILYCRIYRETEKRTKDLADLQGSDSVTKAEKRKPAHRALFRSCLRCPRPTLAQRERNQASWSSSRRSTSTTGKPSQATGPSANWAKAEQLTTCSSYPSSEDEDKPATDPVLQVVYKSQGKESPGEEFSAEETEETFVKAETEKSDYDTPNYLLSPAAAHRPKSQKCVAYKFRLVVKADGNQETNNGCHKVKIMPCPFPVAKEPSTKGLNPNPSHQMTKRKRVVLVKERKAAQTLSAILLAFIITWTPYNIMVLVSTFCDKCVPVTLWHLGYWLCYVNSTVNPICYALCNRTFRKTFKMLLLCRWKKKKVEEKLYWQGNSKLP
M4 antag = human M4 muscarinic receptor antagonists, primary screen, CHO cells, Fluo-8 calcium fluorescence. CHO-hM4 cells, ACh EC80. inhibition, % at 3 µM. hit rate 0.73% among 360,000;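 active means inhibition above its plate's cutoff, the mean inhibition of sample wells plus 3 SD, cut at about 27% in these data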;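 further: 0% = acetylcholine EC80 with DMSO and 100% = DMSO without agonist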
CHRM1 PAM = human M1 muscarinic receptor positive allosteric modulators, primary screen, CHO-K1 cells, Fluo-8 calcium fluorescence, 1536-well; Muscarinic acetylcholine receptor M1 (Homo sapiens), P11229; CHO-K1 hM1, ACh EC20; 0% = ACh EC20, 100% = maximal ACh; activation, % at 3 µM; hit rate 0.088% among 360,000; AID 588819, 2011; in the data active means activation above about 19%, passing the limit was not always enough
Target sequence (P11229 whole entry, looked up): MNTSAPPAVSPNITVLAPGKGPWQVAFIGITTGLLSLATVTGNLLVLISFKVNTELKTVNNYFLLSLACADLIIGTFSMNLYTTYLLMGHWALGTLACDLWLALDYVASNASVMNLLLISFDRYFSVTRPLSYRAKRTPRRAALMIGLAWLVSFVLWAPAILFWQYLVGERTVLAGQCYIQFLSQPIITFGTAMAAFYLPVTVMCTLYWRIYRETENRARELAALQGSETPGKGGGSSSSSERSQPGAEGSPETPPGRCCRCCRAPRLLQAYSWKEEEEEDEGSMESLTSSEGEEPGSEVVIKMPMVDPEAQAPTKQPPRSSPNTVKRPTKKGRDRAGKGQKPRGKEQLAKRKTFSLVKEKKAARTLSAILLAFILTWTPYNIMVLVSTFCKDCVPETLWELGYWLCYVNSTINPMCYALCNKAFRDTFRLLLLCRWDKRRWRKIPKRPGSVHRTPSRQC
M4 ag = human M4 muscarinic receptor agonists, primary screen, CHO-K1 cells, Fluo-8 calcium fluorescence; activation, % at 3 µM; Muscarinic acetylcholine receptor M4 (Homo sapiens), P08173; hit rate 0.14% among 360,000; CHO-K1 hM4/Gqi5; vehicle 0%, full acetylcholine response 100%;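 active means activation above the run mean over all test wells plus 3 SD, cut at about 32% in these data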;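 further: peak over basal fluorescence ratio per well then scaled between controls; 0% = DMSO wells and 100% = acetylcholine at EC100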
M1 antag = human M1 muscarinic receptor antagonists, primary screen, CHO-K1 cells, Fluo-8 calcium fluorescence, 1536-well; AID 588852, 2011; inhibition, % at 3 µM; CHO-K1 hM1, ACh EC80 antagonist; hit rate 1.3% among 360,000;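 active means percent inhibition above its own plate's cutoff, namely the mean of that plate's compound wells plus 3 SD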;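 further: peak over basal fluorescence ratio during 140 s after agonist addition; 0% = ACh EC80 plus DMSO and 100% = DMSO alone without agonist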
M5 antag = human M5 muscarinic receptor antagonists, primary screen, CHO cells, Fluo-8 calcium fluorescence; inhibition, % at 3 µM; hit rate 0.59% among 360,000; CHO-hM5 cells, ACh EC80; Muscarinic acetylcholine receptor M5 (Homo sapiens), P08912;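 active means inhibition above a per-plate cutoff, the mean of that plate's test compounds plus 3 SD, cut at about 27% in these data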;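 further: 0% = acetylcholine EC80 with DMSO and 100% = DMSO without agonist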
M5 PAM = human M5 muscarinic receptor positive allosteric modulators, primary screen, CHO-K1 cells, Fluo-8 calcium fluorescence; Muscarinic acetylcholine receptor M5 (Homo sapiens), P08912; CHO-K1 hM5, ACh EC20 PAM; 0% = ACh EC20, 100% = ACh EC100; activation, % at 3 µM; hit rate 0.3% among 360,000;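 active means activation above the run cutoff, the mean activation of all test compounds plus 3 SD, cut at about 18% in these data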
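system = human M5 receptor in CHO-K1 cells | reagent = EC20 acetylcholine as agonist stimulus | compound dosing = single-point, 3 µM nominal | incubation = Fluo-8 loading 80 min at 37 °C plus 30 min room temperature | detection = Fluo-8 calcium dye fluorescence, kinetic read | benchmarks = low control EC20 acetylcholine (0%), high control EC100 acetylcholine (100%)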
TAAR1 ag = human TAAR1 agonists, primary screen, Fluo-8 calcium fluorescence, CHO RD-HGA16 cells | Trace amine-associated receptor 1 (Homo sapiens), Q96RJ0 | activation, % at 3 µM | vehicle wells 0%, saturating PEA agonist 100% | AID 624467, 2012 | hit rate 0.99% among 360,000;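 active means activation above the mean activation of all test compounds in the run plus 3 SD, cut at about 38% in these data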
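test system = CHO RD-HGA16 cells carrying human TAAR1 plus Gα16 | schedule = 17-24 h seeding, 75 min 37 °C dye, 30 min RT | compound dosing = 3 µM single concentration | control set = DMSO and PEA EC100 | replicates = n 1 | signal = Fluo-8 fluorescence, 5 s baseline then 140 s kinetic read | measure = percent activation vs PEA EC100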
CHRM1 agonist = human M1 muscarinic receptor agonists, primary screen, Fluo-8 calcium fluorescence, CHO-K1 cells, HTS; AID 588814, 2011; hit rate 0.33% among 360,000; CHO-K1 hM1, agonist mode; 0% DMSO, 100% acetylcholine EC100; Muscarinic acetylcholine receptor M1 (Homo sapiens), P11229; activation, % at 3 µM;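 active means activation above the run's mean compound activation plus 3 SD, cut at about 16% in these data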;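 further: peak over basal fluorescence ratio within a 140 s kinetic read after compound addition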
Numbers without * were called inactive; · = no result given. This is a subset (hit frequency here may not be typical).

smiles,M4 antag,M1 antag,M5 antag,M5 PAM,CHRM5 agonist,TAAR1 ag,CHRM1 PAM,M4 ag,CHRM1 agonist
CCOc1ccc(C(=O)NCc2ccccn2)cc1,1,-10,0,3,0,·,10,1,-3
CC[C@]12c3[nH]c4ccc(OC)cc4c3CCN1C(=O)C(CC(=O)NCCCn1ccnc1)C[C@@H]2C(=O)N1CCN(C(=O)c2ccco2)CC1 (stereo partly specified),-16,-6,-1,-2,1,1,3,1,-5
CCOc1ccc(Cc2nnc(SCC(=O)Nc3ccccc3)n(N)c2=O)cc1,-23,-7,-7,0,0,0,4,4,-3
CCN(C(=O)CSc1nc2cc(C(=O)O)ccc2c(=O)n1-c1ccccc1F)C1CCS(=O)(=O)C1 (stereo unspecified),-8,2,8,-4,2,2,-1,1,-1
CC(=O)c1c(C)[nH]c(C(=O)OCC(=O)Nc2nnc(-c3ccccc3)o2)c1C,6,-9,9,0,1,3,10,2,-3
CCC1CCCCN1C(=O)COC(=O)c1cc2ccccc2cc1O (stereo unspecified),20,18,11,-17,2,22,-8,13,0
COc1ccc(-c2csc(C(C)(NC(C)=O)c3ccc(OC)cc3)n2)cc1 (stereo unspecified),-11,-13,3,-3,1,0,7,2,0
CC1CN(C(=O)Cn2cc(S(=O)(=O)CC(=O)N3CCOCC3)c3ccccc32)CC(C)O1 (stereo unspecified),4,-9,21,-11,-3,·,9,1,-2
CCOC(=O)c1sc(NC(=O)c2ccc(OC(C)=O)cc2)nc1C,-9,-10,13,-4,3,1,7,2,-3
Cn1c(=O)c2ncn(CC(=O)N/N=C/c3ccco3)c2n(C)c1=O,-1,1,8,-5,-3,5,-5,2,-3
CN(C(=O)COC(=O)CSc1ccc(C(N)=O)cc1[N+](=O)[O-])C1CCS(=O)(=O)C1 (stereo unspecified),0,-9,5,4,3,2,9,1,-3
Cc1ccc(NC(=S)NCCc2ccc(S(N)(=O)=O)cc2)c(C)c1,0,-18,6,-4,-4,6,3,2,-3
COc1ccccc1N1CCN(C(=O)Oc2ccccc2)CC1,-1,-6,3,-3,-1,13,9,0,-7
CCc1ccccc1NC(=O)CN(C)C(=O)CSc1nn(-c2ccccc2)c(=S)s1,0,-3,-3,-1,-2,0,3,1,-8
CC(C)c1ccc(/C=N/NC(=O)CC(=O)NC2CCCCC2)cc1,-5,-3,10,-8,-5,8,3,2,-8
CCCNC(=O)C1(CC2CC(c3ccccc3)=NO2)CCN(C(=O)c2cc(OCC)c(OCC)c(OCC)c2)CC1 (stereo unspecified),-9,-6,5,-5,-1,18,3,1,-5
CN1CCN(C(=O)C2(NC(=O)Nc3cccc(F)c3)CCCCC2)CC1,3,-33,-5,8,-3,8,9,1,-3
O=C(COc1ccccc1)Nc1nc2ccccc2[nH]1,4,-9,-11,-16,-9,2,7,3,-2
FC(F)(F)c1cccc(-n2c(Cn3nnc4ccccc43)n[nH]c2=S)c1,-8,-9,-20,12,6,1,9,1,-1
CCn1cc(CNC(=O)C2C3CCC(C3)C2C(=O)O)cn1 (stereo unspecified),4,-11,0,-1,-2,12,7,1,-2
CCN(C[C@H]1N[C@@](CC)(C(=O)OC)[C@H]2C(=O)N(Cc3ccccc3)C(=O)[C@@H]12)S(=O)(=O)c1ccccc1,-17,-9,4,-7,-1,1,1,7,-2
COc1ccc(NC(=O)C(C)Sc2nnc3c4c(nc(-c5ccc(OC)cc5)n23)CC(C)(C)OC4)cc1 (stereo unspecified),9,0,4,-4,3,-1,-2,0,-4
COCCCNc1ccnc2c(Cl)cccc12,5,-11,9,-12,2,11,5,4,-3
Cc1ccc(-c2c[n+](CC(=O)OCc3ccccc3)c3n2CCC3)cc1,14,6,13,-10,-9,10,-9,0,-8
COc1ccc(-c2csc(NC(CO)c3nc4ccccc4n3Cc3ccc(C)cc3)n2)cc1 (stereo unspecified),15,-6,11,-6,1,8,4,2,-2
COc1ccc(OCc2nn[nH]n2)cc1,9,-9,2,4,7,3,12,1,0
C#CCn1c(O)c(N=NC(=O)CNC(=O)c2cccnc2)c2ccccc21,-8,-14,-11,3,-2,3,14,1,-3
Cc1cc(C)n2nc(SCc3nc4ccccc4[nH]3)nc2n1,1,-16,8,-7,0,0,7,0,-1
COc1cccc(CNC(=O)C2CCC(=O)N(C3CC3)C2)c1OC (stereo unspecified),4,-16,2,7,-2,2,17,0,-2
CCC1/C(=N\O)CC(c2ccco2)NC1c1ccco1 (stereo unspecified),6,5,1,-9,2,11,-2,4,-3
Cc1cc(Cl)ccc1C(=O)C1CCCN(C(=O)CCn2cnnn2)C1 (stereo unspecified),9,4,-7,2,-3,17,5,1,-12
O=C(N/N=C\c1ccc(COc2ccc([N+](=O)[O-])cc2)o1)c1ccc(Cl)cc1,-6,-22,5,-2,-6,3,-1,1,-3
CCOc1ccc(NC(=O)CN(C)C(=O)c2cc(C)oc2C)cc1OCC,5,-8,2,5,-3,1,1,0,-1
CC(NC(=O)c1cc(Br)ccc1Cl)c1ccccc1 (stereo unspecified),6,1,3,-3,-13,-2,1,0,-7
COc1ccc(CC(=O)Nc2c(C(=O)N3CCN(c4ncccn4)CC3)oc3ccccc23)cc1,4,3,11,-2,0,3,-4,7,-7
Cc1cc(C)c(S(=O)(=O)c2cccc(Br)c2C)c(Cl)n1,8,-3,20,-4,-1,-2,4,1,-5
COc1cccc(C(=O)Nc2ccc3c(c2)C(=O)N(CCC(=O)O)C3=O)c1,-4,5,0,-2,2,19,-1,0,-2
COc1ccc(Cn2nnnc2CN2CCc3ccccc32)cc1,0,5,4,1,-1,3,13,1,3
CC(=O)C1=C(O)C(=CC=Cc2ccccc2)OC1=O,-20,-20,-4,3,1,3,12,2,0
Cc1ccc(CNC(=S)Nc2cc(C(=O)O)ccc2C)cc1,14,3,9,-9,-3,2,-5,0,-4
Cc1cccc(OCc2nnc(SCc3nc4cc(C(F)(F)F)ccc4c(=O)[nH]3)o2)c1,5,-2,2,7,-7,-1,1,0,-2
Cn1c(SCC(=O)Nc2ccccc2F)nnc1-c1cc2ccccc2o1,-2,-9,-2,-1,0,1,10,1,-5
CC1CCN(C(=S)NC2CC3CCC2C3)CC1 (stereo unspecified),10,-2,-7,-3,-3,-1,-7,1,-11
C[C@H](CO)N1C[C@H](C)[C@@H](CN(C)Cc2ccncc2)Oc2c(NC(=O)Cc3ccccc3)cccc2C1=O,-6,-22,4,-3,-7,13,16,1,-5
CC1=CCC2C(=O)N(c3ccc(C)c(Br)c3)C(=O)C2C1 (stereo unspecified),-7,-13,2,-2,-4,-1,18,0,-3
Cc1ccc(-c2ccccc2NC(=O)C2C3C=CC(C3)C2C(=O)O)o1 (stereo unspecified),4,-8,5,-1,-3,8,10,2,-2
COc1cccc(CSc2nnnn2-c2ccc(O)cc2)c1,1,-5,6,1,0,3,8,5,-2
Cc1ccccc1NC(=O)/C(C#N)=C\c1cc(C)n(-c2ccc(C(=O)O)cc2)c1C,-9,-17,8,-12,-2,-2,3,1,-2
Cc1ccc(O)c(C(CC(=O)NCc2ccco2)c2ccccc2)c1 (stereo unspecified),0,-7,7,-5,-5,1,9,2,-3
COc1ccc2ccn(C)c2c1,-3,11,4,2,3,3,-3,1,-6

Going on with the list.
smiles,M4 antag,M1 antag,M5 antag,M5 PAM,CHRM5 agonist,TAAR1 ag,CHRM1 PAM,M4 ag,CHRM1 agonist
Cc1ccc2nc(SCC(=O)Nc3c(C)n(C)n(-c4ccccc4)c3=O)[nH]c2c1,0,-11,2,-4,-3,1,9,-1,-5
O=C(COC(=O)Cc1cccc(F)c1)NCCc1ccccc1,1,19,6,-3,0,37,-7,0,-1
CCOC(=O)C1=C(C)NC(=NC)SC1c1ccccc1 (stereo unspecified),11,21,25,-19,-1,7,-17,14,-4
CCCCN1CC(=O)N2Cc3[nH]c4ccccc4c3C[C@H]2C1=O,-2,-9,8,2,-1,9,12,1,0
CCCN(CC)c1ncnc2[nH]ncc12,-1,-4,0,6,1,3,2,3,-3
COc1cccc(OC)c1OCCCCc1c(C)n[nH]c1C,-2,14,14,-5,1,7,-2,1,-1
COc1ccc(Nc2c(C)cccc2C)cc1,6,2,-3,-7,-5,0,-6,-3,-5
O=C(c1ccc2ccccc2c1)N1CCN(c2ccc(O)cc2)CC1,-5,1,10,-6,-4,4,3,2,-2
O=C(NCCCCc1ccccc1)c1cc([N+](=O)[O-])cc([N+](=O)[O-])c1,-9,-3,3,-2,2,12,3,1,-3
CCOC(=O)/C=C1/SCC(=O)N1CCOc1cccc(Br)c1,-15,-21,11,2,-3,1,10,-1,-6
Cc1ccc(-n2ccnc(SCC(=O)NC3CCCC3)c2=O)cc1Cl,-21,3,4,-6,2,-1,-1,1,-4
CC(C)(C)NC(=O)NC(=O)COC(=O)c1cc[n+]([O-])cc1,2,6,8,-1,-1,1,2,1,-2
C/C(Cl)=C/Cn1c(N2CCCC2)nc2c1c(=O)[nH]c(=O)n2C,12,13,2,0,-3,1,-9,0,-6
COc1ccc(CN2C[C@@H](CO)O[C@@H](n3cnc4c(N5CCCC5)ncnc43)C2)cc1,-23,-19,4,-3,-2,0,9,2,-1
CSc1nsc(/C=C/Nc2cccc(Cl)c2)c1C#N,2,-1,1,-4,0,14,2,1,-1
CCCOC(=O)c1cccc(NC(=O)COc2ccc([N+](=O)[O-])cc2)c1,-1,4,1,-11,0,-1,-13,4,-5
CC(=O)NC(CC(=O)NCCc1ccccc1)c1ccccc1 (stereo unspecified),2,-6,2,-4,-5,1,9,0,0
CCn1cc(CNC(=S)Nc2cccc(Cl)c2C)cn1,-2,9,10,2,0,4,7,2,-3
Cc1cc(C)cc(SCc2noc(C(=O)NCC3CCCO3)c2C(=O)O)c1 (stereo unspecified),0,5,-2,1,4,1,4,1,-2
CC(=O)Nc1cccc(NC(=O)C(=O)c2cn(CC(=O)N3CCCCC3)c3ccccc23)c1,10,10,12,-13,3,10,-3,17,-4
CC(=C\C(=O)O)/C(=C/c1ccco1)C(=O)O,1,-5,1,7,-2,1,6,0,-1
